Screening results (PubChem BioAssay)
SENP6 block: blocks the human protease SENP6 | Q9GZR1 | Recombinant SENP6 catalytic domain, aminoluciferin luminescence | inhibition, % at 10 µM | 330,000 tested, 1.8% active;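 active = inhibition above about 50% at the single tested dose, limit read from the data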;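 note: plate controls were DMSO wells with enzyme for no effect and DMSO wells lacking enzyme for full effect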
NLRP3 yeast inh: inhibitors of NALP3 inflammasome in yeast; Yeast reconstituted NLRP3/ASC/caspase-1, beta-gal luminescence, 24 h; inhibition, % at 10 µM; 330,000 tested, 0.39% active;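 active = inhibition of 50% or more; inactive = inhibition below 50%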;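 note: plate controls were induced DMSO wells for no effect and uninduced yeast grown without galactose for full effect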
SENP1 inh: SENP1 (human) catalytic domain inhibition. Q9P0U3. recombinant SENP1 catalytic domain, CyPet-SUMO1-YPet FRET cleavage. inhibition, % at 10 µM. 360,000 tested, 0.21% active. AID 624204;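 active = inhibition at least 30% at 10 µM, raw YFP signal under a set limit, fluorescence ratio 0.5 to 1.5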;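 note: 0% = enzyme with DMSO and 100% = no enzyme wells; some results filed as inactive read as strong as hits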
Target sequence (Q9P0U3 419-644 limits assumed): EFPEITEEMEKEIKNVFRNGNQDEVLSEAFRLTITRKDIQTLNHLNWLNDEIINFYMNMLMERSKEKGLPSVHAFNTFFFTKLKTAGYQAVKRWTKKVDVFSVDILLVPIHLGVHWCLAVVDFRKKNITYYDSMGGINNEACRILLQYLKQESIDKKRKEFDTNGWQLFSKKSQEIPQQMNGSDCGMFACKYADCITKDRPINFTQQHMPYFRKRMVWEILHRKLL
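System: Recombinant human SENP1 catalytic domain, His6-tagged | Incubation: Enzyme reaction for 50 min at room temperature, dark | Medium: Tris pH 8 with BME, BSA, NP40 and catalase | Also added: 25 nM SUMO1 FRET substrate | Compound: 10 µM single point, 0.5% DMSO | Measured by: FRET fluorescence in CFP and YFP emission channels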
PfG6PD inh: PfG6PD (Plasmodium falciparum) enzyme inhibition. PfGluPho enzyme, NADPH resazurin-diaphorase fluorescence. inhibition, % at 20 µM. AID 504690. 350,000 tested, 0.78% active;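 active = inhibition reaching at least a set limit at 20 µM in the primary screen, cut at about 59% in these data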;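 note: 0% = DMSO wells with substrate and 100% = DMSO wells lacking glucose-6-phosphate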
SENP8 block-1: blocks human SENP8 cleavage of Nedd8 substrate | Q96LD8 | recombinant SENP8, Nedd8 substrate fluorescence | inhibition, % at 20 µM | 360,000 tested, 0.64% active | AID 602440; in the data active = inhibition mostly above about 40%, no sharp cut-off; inactive = mostly below about 27%
HKDC1 inhibitor: blocks human hexokinase HKDC1 activity | Q2TB90 | recombinant HKDC1, G6PDH/diaphorase resazurin coupled fluorescence | inhibition, % at 20 µM | 340,000 tested, 0.16% active | AID 493160;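 active = inhibition above about 35% when tested at 20 µM, limit read from the data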;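 note: plate controls were DMSO wells with enzyme for no effect and DMSO wells lacking enzyme for full effect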
Target sequence (Q2TB90 whole entry, looked up): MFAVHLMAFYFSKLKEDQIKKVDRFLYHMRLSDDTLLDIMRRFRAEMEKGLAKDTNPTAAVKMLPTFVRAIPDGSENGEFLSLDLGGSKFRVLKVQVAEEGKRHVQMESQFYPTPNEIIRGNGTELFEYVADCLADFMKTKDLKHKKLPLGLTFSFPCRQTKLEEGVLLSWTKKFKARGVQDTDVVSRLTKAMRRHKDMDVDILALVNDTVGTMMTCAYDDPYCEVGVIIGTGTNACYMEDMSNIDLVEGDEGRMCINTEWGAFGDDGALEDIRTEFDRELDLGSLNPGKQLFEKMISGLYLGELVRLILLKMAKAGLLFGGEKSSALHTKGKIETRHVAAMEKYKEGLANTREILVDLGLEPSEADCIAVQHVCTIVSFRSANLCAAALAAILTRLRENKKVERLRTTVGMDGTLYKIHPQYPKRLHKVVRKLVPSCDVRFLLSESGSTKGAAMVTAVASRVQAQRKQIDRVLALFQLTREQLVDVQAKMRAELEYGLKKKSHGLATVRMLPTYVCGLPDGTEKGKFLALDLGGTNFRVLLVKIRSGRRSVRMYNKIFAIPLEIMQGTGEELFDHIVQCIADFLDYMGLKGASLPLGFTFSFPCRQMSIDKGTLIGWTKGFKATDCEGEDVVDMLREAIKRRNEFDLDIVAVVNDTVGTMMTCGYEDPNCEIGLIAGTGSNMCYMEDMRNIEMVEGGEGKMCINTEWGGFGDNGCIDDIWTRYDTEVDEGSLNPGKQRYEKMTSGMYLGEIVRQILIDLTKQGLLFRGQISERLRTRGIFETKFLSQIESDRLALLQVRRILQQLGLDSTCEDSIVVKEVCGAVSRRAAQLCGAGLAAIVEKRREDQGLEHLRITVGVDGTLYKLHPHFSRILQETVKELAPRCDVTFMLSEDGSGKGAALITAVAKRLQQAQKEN
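Test system: recombinant HKDC1 (HK5) hexokinase enzyme, produced in-house; Amount: enzyme 5 µg/mL final; Buffer or medium: Tris pH 8.0 buffer with MgCl2, Tween-20, BSA, BME; Reagent: glucose and ATP substrates; Doses: 20 µM test compound, 1% DMSO; Incubation: 90 min reaction incubation at room temperature, dark; Detection: resorufin fluorescence at 613 nm.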
SENP8 block-2: blocks the human protease SENP8 | AID 2540 | purified SENP8, Z-RLRGG-aminoluciferin cleavage, luminescence | 330,000 tested, 1.2% active | inhibition, % at 10 µM; in the data active = inhibition above about 50%
Apaf-1 inh: human Apaf-1 inhibition; reconstituted apoptosome caspase-3 activity, DEVD-Rh110 fluorescence; inhibition, % at 20 µM; 330,000 tested, 0.71% active; active = inhibition of at least 40% at 20 µM;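 note: plate controls were DMSO wells for no effect and DEVD-CHO caspase inhibitor wells for full effect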
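Material: reconstituted apoptosome with Apaf-1, cytochrome c, caspase-9, procaspase-3, dATP / Buffer or medium: pH 7.5 Hepes buffer with CHAPS, BSA, DTT / Also added: cytochrome c with DEVD-Rh110 / Schedule: compound with Apaf-1, dATP, procaspase-3 30 min, then 50 min reaction, room temperature / Technique: rhodamine 110 fluorescence at Ex 480/Em 540 nm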
SENP7 inh: inhibitors of human SENP7 protease. Q9BQF6. recombinant SENP7, Z-RLRGG-aminoluciferin luminescence, 40 min. inhibition, % at 5 µM. 330,000 tested, 1.5% active. AID 434973;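 active = inhibition above about 50% at the single test dose, limit read from the data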;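 note: plate controls were DMSO with enzyme for no effect and no enzyme buffer wells for full effect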
Active calls of the source: *; · = not tested or not shown.

SMILES	SENP6 block	NLRP3 yeast inh	SENP1 inh	PfG6PD inh	SENP8 block-1	HKDC1 inhibitor	SENP8 block-2	Apaf-1 inh	SENP7 inh
CC(C)c1ccc(C2/C(=C(/O)c3ccccc3)C(=O)C(=O)N2CCCN2CCOCC2)cc1 (stereo not given)	30	-26	-1	-7	16	3	-1	12	-13
O=C(CC1C(=O)NCCN1Cc1ccc(F)cc1Cl)NC1CCCCCCC1 (stereo not given)	2	7	-9	-10	-62	6	2	11	-2
O=C(Cc1ccc(S(=O)(=O)N2CCOCC2)s1)NCCOc1ccccc1	-10	2	-7	0	-8	0	3	2	0
COC(=O)/C=C1/S/C(=N/NC(=O)c2ccccc2C)NC1=O	-9	8	3	-4	32	-2	-6	-2	8
C/C(=N\NC(=O)c1cccc(S(=O)(=O)N2CCCC2)c1)c1ccccc1F	-18	1	2	12	11	-6	-2	2	-6
CCN(N)C(=S)Nc1ccc(F)cc1	0	3	2	6	12	-4	0	-10	8
COc1ccc(C(CC(=O)O)NC(=O)COc2cc(C)ccc2C)cc1OC (stereo not given)	-26	9	1	-5	31	-10	2	-9	-11
COc1ccc(C2SCC(C(=O)O)N2C(C)=O)cc1OC (stereo not given)	-4	-2	-1	-11	13	-5	-11	6	-19
COc1ccc(Nc2cc(C)nc3nc(C)nn23)cc1Cl	-25	-6	-3	-7	14	-3	-7	-3	8
C=CCOc1ccc(C(c2c(O)nc(SC)[nH]c2=O)c2c(O)nc(SC)[nH]c2=O)cc1	-2	37	-1	-30	21	-2	3	17	2
Cc1c(-c2cccs2)[n+](=O)c2c(n1[O-])CCCC2	1	-6	2	-14	16	-11	0	6	-2
Cc1cc(-c2ccccc2C(=O)NC2CCCCC2)on1	-16	5	1	4	4	-5	-5	-149	4
CCC(C)(C)C1CCC(=NNC(=S)Nc2cccnc2)CC1 (stereo not given)	12	36	0	-8	-1	12	9	3	6
O=C(Nc1ccc(F)cc1F)C1CCN(c2ncnc3c2sc2cccc(F)c23)CC1	9	5	-8	-1	-282	1	2	7	-6
COc1ccc(C(=O)NCC(=O)N/N=C/c2ccc([N+](=O)[O-])o2)cc1OC	9	5	-63	21	16	4	0	-2	12
COCCCNC(=O)C1=CCN(S(=O)(=O)c2ccc(C)cc2)CC1	-7	-2	-2	4	2	-10	6	-12	-9
O=C1CCSc2ccc(Cl)cc2N1Cc1ccc(Cl)cc1	-7	6	2	-22	13	1	-3	22	11
CC(=O)c1cccc(NC(=S)NC2CCCCCCC2)c1	-27	14	-2	25	-5	2	-4	14	-10
CN(C)c1cccc(C(=O)OCCCC(=O)c2ccc(F)cc2)c1	6	47	-1	16	-238	-1	6	3	2
CC(=O)Nc1ccc(C(=O)CSc2nnnn2C(C)C)cc1	-6	5	2	-2	9	-7	-10	-6	0
CCOc1ccc(/C=C2/SC(=O)NC2=S)cc1	74*	0	-8	-8	12	-3	45	7	10
COc1cc(/C=C2\SC(c3ccc(C)cc3)=NC2=O)cc(OC)c1OC	-18	27	-17	24	-70	2	-3	11	2
COc1ccc(/C=N/NC2=NS(=O)(=O)c3ccccc32)cc1	0	6	1	-1	-60	-5	-4	-2	-5
C=CCc1cc(OC)ccc1OCCOCCC(C(=O)OCC)C(=O)OCC	8	7	2	3	7	6	5	13	3
COc1ccc(/C=N/c2oc(-c3ccccc3)cc2C#N)cc1	-9	40	2	-9	-498	1	0	4	-7
(more compounds)
SMILES	SENP6 block	NLRP3 yeast inh	SENP1 inh	PfG6PD inh	SENP8 block-1	HKDC1 inhibitor	SENP8 block-2	Apaf-1 inh	SENP7 inh
Cc1ccc(C(=O)Nc2cccc(C(=O)N/N=C/c3ccc(F)cc3)c2)cc1	17	13	-1	10	4	0	0	-3	4
COCCN(CCOC)C(=O)C1CCN(c2ccc(S(=O)(=O)N3CCOCC3)cc2[N+](=O)[O-])CC1	-15	22	1	4	18	-7	14	23	-4
COc1ccc(C(=O)N2CCC(n3c(C)nc4cc(F)ccc43)CC2)cc1	-19	14	-3	17	1	-10	-3	-6	-4
COc1ccc(CN2C3CCCC2CC(NC(=O)Nc2ccccc2)C3)cc1 (stereo not given)	-13	9	0	-10	20	-7	3	-1	-2
O=Cc1cn(-c2ccccc2)nc1-c1ccccc1	-12	60*	-1	-8	3	2	6	-2	2
COc1ccc(C(=O)Cc2ccc(F)cc2)c(OC)c1	29	-11	2	1	20	-4	-2	1	23
COC(=O)CNC(=O)CCCCC(=O)NCC(=O)OC	-9	-3	0	-18	8	1	7	-7	-10
O=C(CCS(=O)(=O)Cc1ccccc1)N1CCN(c2ccccc2)CC1	-14	3	4	-1	22	-8	-5	-12	1
O=[N+]([O-])c1cc(CN2CCN(c3cccc(C(F)(F)F)c3)CC2)c2cccnc2c1O	41	5	·	-8	·	-6	14	42*	18
CC(C)C[C@H](NC(=O)c1nc[nH]c1C(=O)N[C@@H](CCCCN)C(=O)OC(C)(C)C)C(=O)OC(C)(C)C	0	13	1	5	9	6	-3	43*	-1
CCC(CO)n1c(SCc2cc(=O)oc3cc(C)ccc23)nc2ccccc2c1=O (stereo not given)	15	13	0	-14	2	2	6	8	12
Clc1ccc(CSc2nnc(/C=C/c3ccccc3)o2)c(Cl)c1	-18	7	2	8	-4	0	-7	12	16
O=C(COC(=O)CNC(=O)c1ccccc1F)Nc1ccc2[nH]c(=O)[nH]c2c1	-16	1	0	15	-3	-3	-4	-9	-9
O=C(CNC(=O)c1ccccc1)NCc1nc2ccccc2[nH]1	-2	6	-6	0	-22	-6	0	3	-3
CCOc1cc(Cl)c(S(=O)(=O)NCc2ccccn2)cc1Cl	-1	20	2	1	39	-4	-32	6	3
CC1(C)Cc2ccccc2C(N/N=C/c2cccc(F)c2)=N1	8	15	0	7	14	-1	0	9	-1
Cc1cc(NS(=O)(=O)c2ccc(N3C(=O)C4C5C=CC(C5)C4C3=O)cc2)nc(C)n1 (stereo not given)	-8	6	2	-15	15	-2	4	-11	-1
CC(=O)Nc1ccc(NC(=O)C(C)OC(=O)c2ccc(S(=O)(=O)N3CCCCCC3)cc2)cc1 (stereo not given)	-4	7	1	-4	17	-4	3	-18	3
CCOC(=O)Cc1csc(NC(=O)CN2CCN(CC)CC2)n1	14	10	-1	-12	14	-4	-4	4	5
CC(=O)c1ccc(NC(=O)c2cc(C)no2)cc1	-4	16	0	-8	12	0	-5	-1	2
CCC1(CC)Cc2ccccc2C(CC(=O)N2CCOCC2)=N1	9	12	0	-3	11	-8	1	-16	9
Cc1cccc(OCCCC(=O)Nc2ccc(Br)cc2)c1	5	19	2	9	13	3	9	7	0
CCCCn1c(=O)cc(N2CCOCC2)[nH]c1=O	-8	6	-1	1	13	-2	2	-4	0
COc1cccc(NC(=O)C2CCCN(S(=O)(=O)c3ccc(-n4cnnn4)cc3)C2)c1 (stereo not given)	-3	-1	3	3	24	-3	-1	6	4
CN(CC1COc2ccccc2O1)C(=O)c1ccc(Cl)c(S(=O)(=O)N2CCCCCC2)c1 (stereo not given)	14	11	-4	11	-79	1	10	17	-9

As a working copy, 5 of the compounds above.
SMILES	SENP6 block	NLRP3 yeast inh	SENP1 inh	PfG6PD inh	SENP8 block-1	HKDC1 inhibitor	SENP8 block-2	Apaf-1 inh	SENP7 inh
CCC1(CC)Cc2ccccc2C(CC(=O)N2CCOCC2)=N1	9	12	0	-3	11	-8	1	-16	9
Cc1cccc(OCCCC(=O)Nc2ccc(Br)cc2)c1	5	19	2	9	13	3	9	7	0
CCCCn1c(=O)cc(N2CCOCC2)[nH]c1=O	-8	6	-1	1	13	-2	2	-4	0
COc1cccc(NC(=O)C2CCCN(S(=O)(=O)c3ccc(-n4cnnn4)cc3)C2)c1 (stereo not given)	-3	-1	3	3	24	-3	-1	6	4
CN(CC1COc2ccccc2O1)C(=O)c1ccc(Cl)c(S(=O)(=O)N2CCCCCC2)c1 (stereo not given)	14	11	-4	11	-79	1	10	17	-9

(more compounds)
SMILES	SENP6 block	NLRP3 yeast inh	SENP1 inh	PfG6PD inh	SENP8 block-1	HKDC1 inhibitor	SENP8 block-2	Apaf-1 inh	SENP7 inh
N#Cc1cccc(Cn2nnc(-c3ccccc3)n2)c1	-13	16	4	18	23	2	5	11	-2
CCOC(=O)CN1C(=O)NC(C)(c2ccc(OC(F)F)cc2)C1=O (stereo not given)	7	5	-2	-9	6	-6	5	-5	-1
Cc1nc2ccc(NC(=O)c3sccc3C)cc2s1	85*	15	-1	-13	16	-4	60*	0	69*
O=[N+]([O-])c1ccc(Cl)c(/C=N/NC(=S)Nc2ccccc2)c1	-19	20	-1	1	32	-7	-10	3	-6
O=C(COc1coc(CN2CCN(c3ccccc3F)CC2)cc1=O)NCC1CCCO1 (stereo not given)	-11	19	2	-6	14	-2	15	-6	-7
O=c1cc(-c2ccccc2)nc2nc(-c3ccccc3)[nH]n12	43	-19	2	-10	-19	3	10	16	12
CC(C)(C)N(Cc1ccc2c(c1)OCO2)C(=O)/C=C\S(=O)c1ccccc1 (stereo not given)	·	·	1	-12	12	6	·	·	·
CCOC(=O)N1CCc2c(sc(NC(=O)C3=COCCO3)c2C(N)=O)C1	-6	10	-1	7	-313	-2	4	2	-6
S=C(NCc1ccco1)Nc1ccc(Cl)cc1Cl	-4	16	0	0	6	-13	1	9	-3
O=C(CSc1nnc(Nc2ccccc2)s1)Nc1cccnc1Cl	-4	6	2	29	18	2	4	-6	0
COCCNC(=S)N(CCc1c(C)[nH]c2ccc(C)cc12)Cc1ccco1	-1	15	-1	16	10	0	-3	6	-1
COc1cc(C2=NOC(C(=O)NCc3ccc(F)cc3)C2)cc(OC)c1OC (stereo not given)	5	1	-1	-4	1	-6	3	5	7
COC(=O)c1sccc1NC(=O)c1cc(-c2ccc(C)cc2)nc2ccccc12	-8	13	0	-13	-95	0	11	7	1
O=S(=O)(c1ccccc1)N1CCC2(CC1)CO2	-9	2	1	3	12	3	1	-6	2
CC(CCc1ccccc1)NC(=O)c1ccc(Cl)nc1 (stereo not given)	-22	18	1	-17	19	3	-9	4	-10
CN(CCCNC(=O)CN1C(=O)CC(C)(C)S(=O)(=O)c2ccccc21)C1CCCCC1	·	·	2	-23	-4	-4	·	·	·
O=C(c1cc(-c2cccc(Cl)c2)on1)N1CCc2ccccc2C1	-28	9	-1	7	10	2	-19	8	-7
Cc1ccc(S(=O)(=O)N2CC(O)CC2C(=O)OCC(=O)c2ccccc2Cl)cc1C (stereo not given)	-8	-8	0	-6	5	3	-4	14	-2
Cc1cc(-c2nnnn2-c2ccc(F)cc2)no1	-8	-1	0	5	7	-1	1	-10	0
COc1ccc(NC(=O)C2CCN(S(C)(=O)=O)CC2)c(OC)c1	-5	20	1	-5	14	0	4	-8	4
CCN(CC)S(=O)(=O)c1cccc(C(=O)N[C@H](C(=O)Nc2nc3ccc(F)cc3s2)C(C)C)c1	-5	12	-2	2	16	-7	-10	2	-7
CCc1ccc(Nc2ccc(C(=O)O)cc2[N+](=O)[O-])cc1	40	15	3	-20	19	-1	19	4	6
COc1ccc(-c2cc(C(F)(F)F)nc(N3CCOCC3)n2)cc1	-8	7	2	10	-202	-1	-3	9	2
CC(C)=CCN1CCN(CCC2=C(C)CCCC2(C)C)CC1CCO (stereo not given)	6	8	0	0	7	-5	6	-1	8
